# Source: PubChem (The Scripps Research Institute Molecular Screening Center)
# PAFAH1B3 inh: PAFAH1B3 enzyme inhibitors, primary screen, biochemical, fluorescence polarization, human. Platelet-activating factor acetylhydrolase IB subunit alpha1 (Homo sapiens), Q15102. recombinant PAFAH1B3, FP-rhodamine probe. inhibition, % at 3.39 µM. 340,000 tested, 0.28% active. AID 492972, 2010;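 active means inhibition above the screen-wide average of all tested compounds plus 3 SD, cut at about 25% in these data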;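 further: 0% = enzyme with DMSO only and 100% = wells lacking PAFAH1B3 protein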
# PAFAH2 FP inh: PAFAH2 enzyme inhibitors, primary screen, biochemical, fluorescence polarization, human. recombinant PAFAH2, FP-rhodamine activity probe. inhibition, % at 3.39 µM. 340,000 tested, 0.99% active. AID 492956, 2010;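 active means inhibition above the mean over all tested compounds plus 3 SD, cut at about 30% in these data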;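 further: inhibitors block probe labeling of enzyme so polarization drops; 0% = enzyme with DMSO and 100% = wells lacking PAFAH2 protein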
# PME-1 primary: PME-1 inhibitors via competitive probe labeling, primary screen, biochemical, fluorescence polarization, FP-Rh probe, HTS; AID 2130, 2009; recombinant PME-1; Protein phosphatase methylesterase 1 (Homo sapiens), Q9Y570; inhibition, % at 5.9 µM; 320,000 tested, 0.53% active;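 active means inhibition above the campaign mean of all compounds plus 3 SD, cut at about 26% in these data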;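 further: competitive labeling of PME-1 active site by serine hydrolase directed probe; 0% = PME-1 with DMSO and 100% = wells lacking PME-1 enzyme; inhibitors block probe labeling so polarization falls and inhibition rises; many of its hits are not listed in these tables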
# PAD4 FP inh: human PAD4 inhibitors, primary screen, biochemical, fluorescence polarization, 1536-well format. recombinant PAD4, RCA probe fluorescence polarization. inhibition, % at 6.36 µM. 330,000 tested, 0.41% active. AID 485272, 2010;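 active means percent inhibition above a cutoff equal to the mean of all tested compounds plus 3 SD, cut at about 15% in these data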;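 further: 0% = PAD4 with RCA probe and DMSO and 100% = probe without PAD4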
# Target sequence (Q9UM07 whole entry, looked up): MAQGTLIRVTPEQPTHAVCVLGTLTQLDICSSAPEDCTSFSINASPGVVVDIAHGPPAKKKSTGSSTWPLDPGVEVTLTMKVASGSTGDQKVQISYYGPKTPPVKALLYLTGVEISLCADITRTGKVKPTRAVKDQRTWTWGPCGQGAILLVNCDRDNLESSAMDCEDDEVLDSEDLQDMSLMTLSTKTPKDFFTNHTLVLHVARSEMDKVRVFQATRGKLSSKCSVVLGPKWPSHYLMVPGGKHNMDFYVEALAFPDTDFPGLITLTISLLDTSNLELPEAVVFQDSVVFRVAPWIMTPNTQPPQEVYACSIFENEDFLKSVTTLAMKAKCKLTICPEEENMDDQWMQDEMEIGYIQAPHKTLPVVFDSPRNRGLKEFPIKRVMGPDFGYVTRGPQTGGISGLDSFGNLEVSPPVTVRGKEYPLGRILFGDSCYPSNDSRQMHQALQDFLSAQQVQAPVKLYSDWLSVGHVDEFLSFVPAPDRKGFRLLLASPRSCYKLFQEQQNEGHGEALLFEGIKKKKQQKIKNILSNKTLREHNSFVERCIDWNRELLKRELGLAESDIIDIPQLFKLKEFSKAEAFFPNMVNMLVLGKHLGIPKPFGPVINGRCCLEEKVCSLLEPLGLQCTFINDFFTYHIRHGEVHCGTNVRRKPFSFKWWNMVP
# pPAFAH inh: pPAFAH enzyme inhibitors, primary screen, biochemical, fluorescence polarization, human | Platelet-activating factor acetylhydrolase (Homo sapiens), Q13093 | recombinant pPAFAH, FP-rhodamine probe fluorescence polarization | inhibition, % at 3.39 µM | 330,000 tested, 1.5% active | AID 463082, 2010;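 active means inhibition above the mean inhibition across the screen plus 3 SD, cut at about 25% in these data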;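 further: inhibitors block binding of the rhodamine activity-based probe so polarization drops; 0% = enzyme with DMSO and 100% = wells lacking pPAFAH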
# LYPLA1 inh: LYPLA1 inhibitors, primary screen, counter-screen for PME1 inhibitor project, biochemical, fluorescence polarization, FP-Rh probe ABPP. 320,000 tested, 0.16% active. inhibition, % at 5.9 µM. recombinant LYPLA1;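 active means inhibition above the mean of all tested compounds plus 3 SD, set per campaign, cut at about 14% in these data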;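 further: inhibitors block serine hydrolase probe labeling of LYPLA1 so polarization falls; 0% = enzyme with DMSO and 100% = wells lacking LYPLA1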
# Fam108B inh: mouse Fam108B serine hydrolase inhibitors, primary screen, counter-screen for RBBP9 inhibitor project, biochemical, fluorescence polarization; inhibition, % at 9.51 µM; AID 1947, 2009; 300,000 tested, 0.33% active; recombinant Fam108B, FP-Rh probe fluorescence polarization;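 active means inhibition above the screen mean inhibition plus 3 SD, computed separately per campaign, cut at about 18% in these data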;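 further: inhibitors lower polarization as less probe binds the enzyme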
# GSTO1 inh: inhibitors of recombinant GSTO1, primary screen, counter-screen for RBBP9 inhibitor project, biochemical, fluorescence polarization. Glutathione S-transferase omega-1 (Homo sapiens), P78417. activity-based probe fluorescence polarization. inhibition, % at 5.96 µM. 300,000 tested, 1.1% active. AID 1974, 2009;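 active means inhibition above the campaign mean inhibition plus 3 SD, cut at about 35% in these data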;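 further: 0% = GSTO1-1 with DMSO and 100% = wells lacking GSTO1-1 enzyme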
# PAFAH1B2 FP inh: PAFAH1B2 enzyme inhibitors, primary screen, biochemical, fluorescence polarization, human; inhibition, % at 3.39 µM; 340,000 tested, 1.2% active; Platelet-activating factor acetylhydrolase IB subunit alpha2 (Homo sapiens), P68402; recombinant PAFAH1B2, FP-rhodamine activity probe;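 active means inhibition above the mean of all tested compounds plus 3 SD, cut at about 24% in these data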;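 further: 0% = enzyme with DMSO and 100% = wells lacking PAFAH1B2; many of its hits are not listed in these tables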
# Target sequence (P68402 whole entry, looked up): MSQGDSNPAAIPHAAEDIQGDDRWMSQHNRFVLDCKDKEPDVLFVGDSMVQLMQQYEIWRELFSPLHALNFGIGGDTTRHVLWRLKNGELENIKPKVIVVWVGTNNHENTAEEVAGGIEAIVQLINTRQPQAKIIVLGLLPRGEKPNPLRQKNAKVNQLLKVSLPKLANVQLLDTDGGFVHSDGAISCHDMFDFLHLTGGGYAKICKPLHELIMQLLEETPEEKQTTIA
# * marks the source's active call; other numbers are inactive results; / = not tested or not shown. Not all compounds are listed; count on the stated rates, not on these rows.
SMILES,PAFAH1B3 inh,PAFAH2 FP inh,PME-1 primary,PAD4 FP inh,pPAFAH inh,LYPLA1 inh,Fam108B inh,GSTO1 inh,PAFAH1B2 FP inh
CCOC(=O)C1(Cc2cccc(Cl)c2)CCCN(C(=O)c2cc(C)[nH]n2)C1 (centres undefined),9,9,1,1,1,-5,2,0,4
O=C(N/N=C/c1cccc([N+](=O)[O-])c1)c1nc2ccccc2c(=O)[nH]1,-4,2,1,0,5,0,-3,2,2
O=C(CSc1ncn[nH]1)N1CCCCC1,2,-4,0,1,1,-1,1,6,9
CCN(C(=O)c1ccc(=O)n(C)n1)c1c(N)n(Cc2ccccc2)c(=O)[nH]c1=O,9,4,/,7,-2,/,/,/,6
O=C(NCc1ccc(F)cc1)C(c1ccc(F)cc1)N(C(=O)c1csnn1)C1CC1 (centres undefined),1,4,0,-1,2,-3,0,13,3
CCOc1ccccc1OCCCC(=O)Nc1ccc(Cl)c(S(=O)(=O)N2CCOCC2)c1,16,-2,7,0,-5,-1,/,/,6
Cc1nc2c(=O)[nH]c3ccccc3c2o1,5,3,-3,-3,7,-1,3,0,0
CC(C)Cc1nc(C#N)c(N2CCC(C(N)=O)CC2)o1,0,0,-1,4,0,1,-4,2,3
CC(C)(C)c1nc(SCC(=O)NCc2ccco2)c2ccccc2n1,-8,-6,1,-1,2,0,2,-7,0
Cc1ccccc1C(=O)Nc1ccccc1C(=O)N/N=C\c1ccco1,1,-7,-1,-1,3,0,1,2,-3
COc1cc(-c2cc(C(=O)OCC(=O)NC3CC3)c3ccccc3n2)cc(OC)c1OC,6,-3,/,-3,7,/,/,/,-4
C/C(=N/OCc1ccc(Br)cc1)c1ccccn1,17,-10,3,-3,-2,-2,-2,1,14
O=C1CN(C(=O)/C=C/c2ccccc2)CCN1,0,1,-2,-5,5,-1,1,2,-5
CC(C)OCC1CC(CC(=O)Nc2ccc([N+](=O)[O-])cc2)C(=O)O1 (centres undefined),0,6,4,3,4,0,-1,-2,1
CCC(CC)C(=O)Nc1cccc(C(=O)Nc2nnc(C)s2)c1,6,0,0,-4,4,-3,-3,-1,12
CCC(CC)NCCOC(=O)c1ccc([N+](=O)[O-])cc1,2,-1,-4,-2,5,0,2,0,0
CCN1CCN(S(=O)(=O)c2ccc(Cl)c(C(=O)NC3CCC(C)CC3)c2)CC1 (centres undefined),12,-6,4,-3,5,-1,/,/,18
CN1/C(=C\C(=O)C[n+]2cccc(Br)c2)C(C)(C)c2ccccc21,-3,2,-8,-9,0,-3,1,-8,0
CC(C)[C@H]1COCCS(=O)(=O)N1Cc1ccccc1-c1ccc(C(C)(C)C)cc1,4,2,/,3,9,/,/,/,3
COc1ccc(C(=O)Nc2cccc(-c3nc4ncccc4o3)c2C)cc1,9,3,5,-5,-2,1,2,3,-2
COc1ccc(OC)c(/C=C/C(=O)Nc2ccc(OC)nc2)c1,-8,-1,-12,4,-3,-3,3,-2,6
COc1ccc(OC)c(N(C)S(=O)(=O)c2cc3c(cc2C)NC(=O)CO3)c1,13,0,-6,3,0,-2,5,0,4
CCOC(=O)C1=NNC(C(=O)c2ccccc2)C1c1ccc(C)cc1 (centres undefined),5,-6,-2,1,-3,-3,1,-1,2
COc1ccc(-c2nc(CS(=O)(=O)CC(=O)NCCCc3ccccc3)c(C)o2)cc1,-5,1,4,0,5,5,0,-1,1
COCCN1C(=O)N(c2cccc(C)c2)C(=O)C1CC(=O)Nc1cc(OC)cc(OC)c1 (centres undefined),16,0,-4,-2,17,-1,-1,2,3

# Part of the list above, limited to PAFAH1B2 FP inh.
molecule	PAFAH1B2 FP inh
CCC(CC)NCCOC(=O)c1ccc([N+](=O)[O-])cc1	0
CCN1CCN(S(=O)(=O)c2ccc(Cl)c(C(=O)NC3CCC(C)CC3)c2)CC1 (centres undefined)	18

# Going on with the list.
SMILES,PAFAH1B3 inh,PAFAH2 FP inh,PME-1 primary,PAD4 FP inh,pPAFAH inh,LYPLA1 inh,Fam108B inh,GSTO1 inh,PAFAH1B2 FP inh
Cc1cccc(N2C(=O)CC(Sc3nccc(C)n3)C2=O)c1 (centres undefined),5,-1,4,1,2,0,0,-2,3
O=C(Oc1ccc(Cl)cc1)N1CCOCC1,10,11,-2,2,8,-2,2,3,1
Fc1ccc(-c2ccnn2-c2ccccc2)cc1,3,0,0,3,2,-4,-3,-3,17
CCc1nc(Nc2ccncc2)c2oc3ccccc3c2n1,6,4,1,0,5,-2,0,-22,5
CCOc1ccc(OCC)c(NC(=O)C2CCN(S(=O)(=O)c3cccc4nonc34)CC2)c1,11,4,3,-3,5,4,2,-1,4
COc1cccc(N2CC(NS(=O)(=O)c3ccc(Cl)cc3)CC2=O)c1 (centres undefined),6,8,5,-5,9,-1,-3,2,14
O=C(CSc1nnc(-c2ccco2)o1)c1ccccc1Cl,1,3,2,-3,8,0,1,8,1
COc1cccc(-c2cc(C(=O)NCC3CCCO3)c3ccccc3n2)c1 (centres undefined),5,-7,3,0,-3,2,-2,4,1
Cc1ccc(-c2cc(C(F)F)nc(S(C)(=O)=O)n2)cc1,-2,-7,1,3,20,-2,-6,-54,4
Cc1cc(C)n(-c2ccc(C(=O)OCC(=O)Nc3ccc(Cl)c(S(=O)(=O)N(C)C)c3)cc2)n1,2,73*,-3,-1,25*,-14,-5,-4,-1
CCN1C(=O)CC(Sc2ccccc2N)C1=O (centres undefined),5,-9,3,3,3,3,6,0,-1
COc1ccc(N=Nc2ccc(O)c(P(=O)(c3ccccc3)c3ccccc3)c2)cc1,0,-1,6,-2,1,5,10,2,1
Cc1cccnc1CCNC(=O)CCc1nnc(-c2ccccc2)o1,4,-1,-2,5,0,1,1,6,-6
O=C(c1ccco1)N1CCN(C(=O)c2ccc(Cn3cc(Br)cn3)o2)CC1,16,-2,1,-2,24,3,2,1,3
C=CCNc1cnn(-c2ccc(C)cc2)c(=O)c1Cl,4,-4,-2,4,-3,2,-1,4,0
CCOc1ccc(CN(C)C(=O)c2cc3ccccc3o2)cc1OC,9,1,2,-10,8,-2,0,1,-1
CCC(C)(NC(=O)c1ccc(=O)[nH]c1)C(=O)NC1CCCC1 (centres undefined),-1,-1,-4,1,-3,-2,1,13,6
Cc1oc(-c2ccccc2F)nc1CS(=O)(=O)CC(=O)NCCCN1CCc2ccccc2C1,11,9,3,3,-3,-3,0,5,-3
O=C(CNS(=O)(=O)c1ccc(Br)cc1)N1CCN(c2ccc(F)cc2)CC1,1,10,1,-1,5,-1,1,-3,12
CC(=O)Nc1ccc(Nc2nc3ccccc3n3cnnc23)cc1,11,11,21,1,8,6,1,-7,5
Cc1ccc2c(c1)c(C1=NC(=S)NC1=O)c(O)n2C,-12,-3,-1,-3,6,-1,5,-4,-5
COc1ccccc1N1CC(C)(C)C(=O)N(C(=O)c2ccc(C)cc2)C1=S,4,6,1,1,2,-4,1,12,3
CCOC(=O)Cc1csc(NC(=O)CSc2nnc(-c3ccc(F)cc3)o2)n1,-2,3,-3,0,3,2,1,-3,-1
Cc1cc(C)cc(OCC(=O)OCC(=O)NCc2cccs2)c1,3,5,-2,-7,11,-2,-7,-7,4
CC(=O)C1=C(C)Nc2ncnn2C1c1ccc(C)cc1 (centres undefined),12,3,-2,-1,2,3,-2,-1,-3

# (more compounds)
SMILES,PAFAH1B3 inh,PAFAH2 FP inh,PME-1 primary,PAD4 FP inh,pPAFAH inh,LYPLA1 inh,Fam108B inh,GSTO1 inh,PAFAH1B2 FP inh
COc1ccc(C(=O)COC(=O)CCN=C2NS(=O)(=O)c3ccccc32)cc1OC,7,5,2,0,0,0,4,1,3
CC(=O)Nc1ccc(N(CC(=O)NCC2CCCO2)C(=O)CCC(=O)Nc2cc(C)on2)cc1 (centres undefined),2,-11,-5,0,-1,-1,0,4,6
COCCn1c(N2CCN(c3ccc(OC)cc3)CC2)nc2c1c(=O)n(C)c(=O)n2C,4,0,0,0,2,3,2,4,-1
COc1ccc(C(CNC(=O)c2ccc(NS(=O)(=O)c3ccc(F)c(C)c3)cc2)N2CCOCC2)cc1 (centres undefined),9,-4,-5,2,2,0,3,0,0
Cc1cc(C)c(NC(=O)CN2C(=O)NC(CCc3ccccc3)C2=O)c(C)c1 (centres undefined),9,2,-1,-1,2,3,1,5,1
COc1cccc(/C=C2\SC(=S)N(c3cccnc3)C2=O)c1OC,4,8,4,3,7,-3,-1,-5,2
O=C(Nc1nc(-c2cc(F)ccc2F)cs1)c1cccc(N2C(=O)CCC2=O)c1,-4,4,-5,0,2,-15,-7,-26,1
Cc1cccnc1NC(=O)Nc1cccs1,12,-1,3,-1,-1,-1,0,1,3
O=C1c2[nH]nc(-c3ccccc3O)c2C(c2cccc(Cl)c2)N1Cc1ccco1 (centres undefined),-3,-11,9,-1,-2,-7,-5,-16,-7
COc1ccc(/C=N/NC(=O)CN(Cc2ccccc2)S(=O)(=O)c2ccc3c(c2)OCCO3)cc1,-3,-5,-16,-2,16,-13,-15,-1,-1
CCNC(=S)N1CCC(C(O)(c2ccccc2)c2ccccc2)CC1,0,0,5,4,-1,3,-1,9,7
Cc1nc(-c2ccc(F)cc2)c(CC(=O)N2CCN(S(=O)(=O)c3ccc(F)cc3)CC2)s1,2,-10,5,3,-1,-3,-2,3,3
Cc1cccc(-c2cc(C(=O)Nc3c(C)n(C)n(-c4ccccc4)c3=O)c3ccccc3n2)c1,13,4,3,-3,2,1,0,-2,-6
CCOc1ccc(C(=O)Nc2cccc(C)n2)cc1,7,-1,-16,4,-9,-5,-8,-6,0
O=C(Nc1ccc2nc3n(c(=O)c2c1)CCCC3)c1cncc(Br)c1,8,11,4,0,2,-6,1,-4,1
CC(=O)Oc1ccccc1C1C[C@]2(C)CC(=O)NC2N1C(C)=O (some centres undefined),2,7,4,1,5,-1,1,5,6
O=C(CSc1cn(CCNC(=O)c2ccccc2)c2ccccc12)NCc1ccco1,4,3,-3,2,4,-2,2,6,-2
COc1ccc(NC2CCCN(C(=O)c3cn(C)c4ccccc34)C2)cc1 (centres undefined),9,3,3,-4,3,0,-3,3,4
C=CCN(c1cccc(C(F)(F)F)c1)S(=O)(=O)c1cccc(C(=O)OCC(=O)NC(N)=O)c1,6,5,-1,-6,-2,-6,9,2,-1
O=C(OCC(=O)N1CCN(c2ccccc2)CC1)c1ccc(O)cc1O,5,2,-2,-6,-4,2,-1,0,5
Cc1nc2cc(C(F)(F)F)ccc2n1C1CCN(C(=O)N2CCOCC2)CC1,1,-1,-3,-2,11,0,3,0,3
CCC(=O)N1CCc2cc(S(=O)(=O)NC(Cc3ccccc3)C(=O)O)ccc21 (centres undefined),2,8,0,-4,28*,2,4,3,-1
